# Bioassay records (PubChem)
# N370S GC: N370S glucocerebrosidase modulation, Gaucher chaperone candidate; 330,000 compounds, 0.092% hits; Potency, µM (doses to about 59.4 µM), without a hit: at the top dose activity change, negative = inhibition, usual class: inhibitors; N370S GC spleen homogenate, 4MU-glucoside fluorescence; AID 2101;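 note: 0% = full enzyme activity and -100% = no enzyme basal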
# FEN1 inh: human FEN1 inhibition; P39748; Recombinant FEN1 flap cleavage, fluorescence, 15 min; 390,000 compounds, 0.35% hits; Potency, µM (highest dose often 114 µM), for the others: at the highest dose activity change, negative = inhibition, hits mostly inhibitors; note: nearly all actives have a fitted effect of over 65% in size
# Target sequence (P39748 whole entry, looked up): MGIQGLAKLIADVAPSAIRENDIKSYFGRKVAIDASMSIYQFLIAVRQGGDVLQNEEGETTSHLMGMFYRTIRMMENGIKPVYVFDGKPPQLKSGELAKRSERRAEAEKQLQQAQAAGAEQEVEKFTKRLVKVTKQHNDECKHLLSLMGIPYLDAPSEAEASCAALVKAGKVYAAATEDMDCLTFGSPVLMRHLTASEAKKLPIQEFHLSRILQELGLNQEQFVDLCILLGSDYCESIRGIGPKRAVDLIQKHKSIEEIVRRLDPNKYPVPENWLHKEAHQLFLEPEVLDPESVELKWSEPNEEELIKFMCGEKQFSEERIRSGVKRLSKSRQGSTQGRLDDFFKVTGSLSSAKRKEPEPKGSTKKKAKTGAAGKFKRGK
#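 FEN1 at 10 nM, compound pretreatment for 15 min (room temperature), 50 nM final substrate to initiate; endpoint reads at 0 and 15 min; DMSO-only plates used as vehicle background.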
# DT40 TDP1 CPT: DT40-hTDP1 cell growth loss with CPT; AID 686979; Potency, µM (series often up to 46.2 µM), for the others: at the top dose activity change, negative = growth inhibition, hits mostly inhibitors; 420,000 compounds, 12% hits; chicken DT40 Tdp1-/-;hTDP1 cells + 20 nM CPT, ATP luminescence, 48 h; note: nearly all actives have a fitted effect of over 55% in size
#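 Cell growth measured by CellTiter-Glo luminescence after a minimum 48 h, 37 C compound exposure with 20 nM CPT in Tdp1-knockout DT40 cells stably expressing hTDP1, seeded 400/well; qHTS titration format.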
# An asterisk follows results filed as active; u = inconclusive; x = not tested or not shown; & = joins results of further samples; [ ] = dose if it differs, or a comment. Calls come from the whole dose curve; as a rule, active = well fitted curve in the direction sought with a large enough effect; inconclusive = small, poorly fitted or top-dose-only effect, or another doubt; inactive = no such curve, though single readings can be large; an effect the other way counts as inactive or inconclusive. Unless noted, % is set by controls: 0 for no effect and ±100 for the full control effect; potency is the fitted concentration of half-maximal effect.
# Every second line gives: N370S GC, FEN1 inh, DT40 TDP1 CPT
> O=C1CC(c2ccc(O)c(O)c2)Oc2cc(O)cc(O)c21 (stereo unspecified)
  -12%&-12%, u, -23%&-15%
> Cc1cc(C)n(-c2ncc(-c3ccccc3)nn2)n1
  10%, -7%, -1%
> O=S(=O)(c1ccc2nc(Cc3ccccc3)[nH]c2c1)N1CCOCC1
  -13%, -13%, -8%
> Cc1ccccc1CNC(=O)Cc1csc2ccccc12
  x, -5%, u
> COc1ccccc1N=CC1=C(O)CC(c2ccccc2)CC1=O (stereo unspecified)
  23%, -12%, 5.2µM*
> O=C(O)/C=C/c1cccc(NC(=O)Nc2ccc([N+](=O)[O-])cc2)c1
  -1%, -21%, -5%
> COc1cc(C=Nc2c(C)cc(C)cc2C)ccc1OC(C)=O
  9%, -1%, 6%
> CC1=CC(C)(C)N(C(=O)CSc2nnc(N)s2)c2cc(C)c(C)cc21
  2%, 15%, u
> COc1cc2ccccc2cc1C(=O)N1CCCCC1
  -12%, 5%, 4%
> CN(Cc1cccc(F)c1)C(=O)C(c1ccccc1)c1ccccc1
  -4%, 10%, u
> CNC(=S)NNC(=O)c1cccc(N(C)C)c1
  16%, 5%, -4%
> CCN(C(=O)COC(=O)C(C)(C)Oc1ccc(Cl)cc1)c1c(N)n(Cc2ccccc2)c(=O)[nH]c1=O
  x, 9%, -15%
> COCCN(C(=O)CN1CCCc2ccccc21)c1c(N)n(Cc2ccccc2)c(=O)[nH]c1=O
  8%, 1%, -6%
> Cc1ccc(NC(=O)c2ccc3c(c2)CCN3S(C)(=O)=O)cc1C
  8%, -2%, -110%
> O=C(Nc1cccnc1)c1ccc(Cl)c(S(=O)(=O)N2CCOCC2)c1
  -7%, -5%, u
> O=C(c1ccc(S(=O)(=O)c2ccccc2)cc1)N1CCCCCC1
  10%, -11%, -25%
> COc1cccc(CC2(CO)CCCN(Cc3cnn(-c4ccccc4)c3)C2)c1 (stereo unspecified)
  -2%, -2%, u
> CCNS(=O)(=O)c1cc(OC)ccc1OC
  -1%, 5%, 7%
> c1ccc(NNC2=NCCCCC2)cc1
  -8%, 18%, -17%
> Cc1ccc(S(=O)(=O)c2nc(-c3ccccc3)oc2NCCN2CCOCC2)cc1
  -16%, -4%, -13%
> COc1cccc(NC(=O)[C@H](Cc2ccccc2)NC(=O)[C@@H]2Cc3ccccc3CN2)c1
  u, -1%, u
> CCOC(=O)C1=C(O)c2ccccc2C(=O)/C1=C\c1ccc(C)cc1
  -6%, 50µM*, 5.8µM*
> O=C1N[C@@H](Cc2cn(S(=O)(=O)c3ccccc3)c3ccccc23)C(=O)N[C@H]1Cc1ccccc1
  x, -4%, -22%
> CN(C)CCCNc1ccc(-c2nn(C)c(=O)c3ccccc23)cc1[N+](=O)[O-]
  2%, -1%, 1%
> CC(/C=C/C1(O)C(C)CC(=O)CC1(C)C)OC1OC(CO)C(O)C(O)C1O (stereo unspecified)
  9%, -7%, 10%
> CN1C(=O)C(O)(CC(=O)/C=C/c2ccco2)c2cc(Br)ccc21 (stereo unspecified)
  -11%, 9%, 6.5µM*
> O=C(Nc1cc(C(F)(F)F)ccc1N1CCOCC1)c1ccccc1
  18%, 17%, u
> COc1ccc(-c2nnc(SCC(=O)Nc3c(C)cccc3C)nc2-c2ccc(OC)cc2)cc1
  x, -11%, u
> O=C(NCCCN1CCOCC1)C(=O)N/N=C/c1cccc2ccccc12
  -1%, 10%, 8%
> O=C(CSc1ncccn1)N/N=C/c1cccs1
  9%, -1%, -11%

# New compounds follow:
# Every second line gives: N370S GC, FEN1 inh, DT40 TDP1 CPT
> Cc1ccc(NC(=S)Nc2cccnc2)c(S(=O)(=O)N2CCCCC2)c1
  1%, -20%, 23µM*
> COc1ccc(NC(=O)c2ccc3c(c2)CCN3S(=O)(=O)c2ccccc2)cc1
  0%, -9%&-2%, u
> CCc1ccccc1NC(=O)N1CC(C)Sc2ccccc21 (stereo unspecified)
  x, -6%, 21µM*
> CCOc1ccc(C2c3c(oc4cc(C)c(C)cc4c3=O)C(=O)N2CCCN(C)C)cc1OC (stereo unspecified)
  -5%, 17%, -16%
> CCOc1ccc(NC(=O)CN(C)C(=O)c2cc([N+](=O)[O-])ccc2N2CCOCC2)cc1OCC
  -6%, 6%, -7%
> CCCCOc1ccc(OCCSc2nc3ccccc3n2CC(=O)O)cc1
  -2%, -2%, 4%
> CC1(C)CC(=O)C(N=Nc2cc(C(F)(F)F)ccc2Cl)=C(O)C1
  -1%, 12%, -15%
> CCC1(c2ccccc2)NC(=O)N(CC(=O)Nc2cc(Cl)ccc2N2CCN(C)CC2)C1=O (stereo unspecified)
  x, -4%, u
> COc1nc(Nc2cccc(F)c2)nc(OC)n1
  -7%, 4%, -9%
> Cc1cc(C)n(-c2ccc(C(=O)NCc3cccs3)cc2)n1
  8%, -3%, -27%
> COc1ccc(Cl)cc1NC(=S)NC(=O)c1ccc2c(c1)OCO2
  x, -5%, -15%
> COc1ccc(-c2cc3c(=O)n(CC(=O)NCc4cccnc4)nc(C)n3n2)cc1
  -3%, -8%, 13%
> Cc1ccc(-c2noc(-c3nnn(-c4cccc(C(F)(F)F)c4)c3N)n2)cc1
  x, 11%, -7%
> C=CCn1cccc(C(=O)Nc2ccc(C)c(Cl)c2)c1=O
  0%, 1%, 10%
> Cc1ccc2oc(C(=O)N(Cc3ccccc3F)C3CCS(=O)(=O)C3)c(C)c2c1 (stereo unspecified)
  x, 5%, u
> COc1ccc(C2C(C(=O)O)c3ccccc3C(=O)N2C)cc1Br (stereo unspecified)
  14%, -5%, 2%
> CCCNC(=S)N1CCN(c2nc(C)nc3sc4c(c23)CCCC4)CC1
  2%, u, u
> Cc1ccc(S(=O)(=O)N2CCOCC2)cc1NC(=O)COC(=O)Cc1ccsc1
  2%, -4%, -10%
> COc1ccc(-n2c(N)c(C(=O)NCC3CCCO3)sc2=S)cc1 (stereo unspecified)
  -8%, 0%, -13%
> Cc1ccc(CN2CCN(Cc3ccc4c(c3)OCCO4)CC2CCO)cc1 (stereo unspecified)
  -4%, 1%, -25%
> C/C(Cl)=C\Cn1c(NCCc2ccccc2)nc2c1c(=O)n(C)c(=O)n2C
  2%, -32%, 0.65µM*
> COc1ccccc1-n1nnnc1SCC(=O)N(C)C1CCS(=O)(=O)C1 (stereo unspecified)
  x, 3%, -7%
> CC(C)(C)c1ccc(OCC(=O)Nc2ccc(-c3nc4cccnc4o3)cc2)cc1
  -10%, 5%, u
> O=C(NC(=S)N1CCc2ccccc21)c1ccccc1Cl
  -12%, 0%, u
> COc1cc(OC)c(NC(=O)c2ccc3nc(C(C)C)oc3c2)cc1Cl
  x, -4%, 9.2µM*
> O=C(O)CCCCCn1c(SCC(=O)Nc2ccc(F)cc2)nc2ccsc2c1=O
  u, -15%, 14%
> CCCc1cc(C(=O)N2CCCN(C)CC2)cs1
  0%, 20%, 10%
> CC(=O)SC(C)CC(=O)NCc1ccccc1 (stereo unspecified)
  8%, -2%, -5%
> COc1ccc(CNC(=O)c2cc3ccccn3n2)c(OC)c1
  x, -12%, u
> CCN(CCO)c1nc(SC)nc2c1sc1nc(-c3ccco3)c3c(c12)CCC3
  8%, -9%, -2%

# Molecules from the list above that contain an NH in an aromatic ring, in the order listed:
# Every second line gives: N370S GC, FEN1 inh, DT40 TDP1 CPT
> O=S(=O)(c1ccc2nc(Cc3ccccc3)[nH]c2c1)N1CCOCC1
  -13%, -13%, -8%
> CCN(C(=O)COC(=O)C(C)(C)Oc1ccc(Cl)cc1)c1c(N)n(Cc2ccccc2)c(=O)[nH]c1=O
  x, 9%, -15%
> COCCN(C(=O)CN1CCCc2ccccc21)c1c(N)n(Cc2ccccc2)c(=O)[nH]c1=O
  8%, 1%, -6%

# (continued)
smiles,N370S GC,FEN1 inh,DT40 TDP1 CPT
CCCCCn1c(N2CCOCC2)nc2c1c(=O)n(CC(N)=O)c(=O)n2C,-2%,-1%,-10%
CC(C)CCNC(=S)Nc1ccc(Br)cc1,7%,-8%,u
CSc1nc2ccccc2c(=O)n1Cc1ccc(F)cc1,16%,-6%,-2%
Cc1cc(C)n2nc(-c3ccsc3-n3c(C)ccc3C)cc2n1,-18%,1%,u
Cc1cc(C)c2c(c1)/C(=N/NS(=O)(=O)c1ccccc1)CCC2,x,-10%,-5%
CCc1ccc(C2=Nn3c(nnc3-c3cccs3)SC2)cc1,10%,-17%,u
COc1ccc2cc3cc(C(=O)NCCc4ccccc4)sc3nc2c1Cl,x,25%,12µM*
Cc1nnc(NCc2ccccc2)c2c1nnn2Cc1ccc(F)cc1,x,8%,u
CN(Cc1ccccc1)S(=O)(=O)c1ccc(OCC(=O)Nc2cccc([N+](=O)[O-])c2)cc1,0%,-1%,-1%
CCC(=O)c1ccc(OCC(O)Cn2nnc3ccccc32)cc1 (stereo unspecified),0%,3%,-8%
COc1ccc(CC(=O)NCC(C)(C)N2CCOCC2)cc1,-8%,-1%,11%
COc1ccccc1CNC(=O)CN(C)S(=O)(=O)c1ccc2c(c1)n(C)c(=O)c(=O)n2C,-1%,0%,-2%
CC(=O)c1cccc(NC(=O)c2ccc(S(=O)(=O)N3CC(C)OC(C)C3)cc2)c1 (stereo unspecified),x,-12%,-20%
CCc1ccccc1NC(=O)Cn1c(=O)n(Cc2ccc3c(c2)OCO3)c(=O)c2ccc(C(=O)NC3CCCCC3)cc21,x,2%,1.8µM*
CCCOc1ccc(-c2c(C(=O)N/N=C/c3cccs3)nnn2-c2nonc2N)cc1,-9%,7%,u
CCNC(=O)CC1C(=O)N(CC)C(=S)N1NC(=O)c1cccnc1 (stereo unspecified),-6%,4%,5%
CCc1ccc(NC(=O)Cn2cnc([N+](=O)[O-])c2)cc1,-7%,17%,7%
CC(C)(C)n1nnnc1C(c1ccc(C#N)cc1)N1CCCC2(CCCCC2)C1 (stereo unspecified),0%,-14%,21µM*
COc1cc(/C=C/C(=O)OCC(=O)NC2CCCCCCC2)ccc1O,x,23%,-23%
Cc1ccc(S(=O)(=O)N2CCN(c3nc(-c4ccnnc4)nc4ccccc34)CC2)cc1,x,11%,u

# Looked up above:
# `COc1cc(/C=C/C(=O)OCC(=O)NC2CCCCCCC2)ccc1O` in DT40 TDP1 CPT = -23%
# `Cc1cc(C)c2c(c1)/C(=N/NS(=O)(=O)c1ccccc1)CCC2` in FEN1 inh = -10%
# `CC(C)CCNC(=S)Nc1ccc(Br)cc1` in FEN1 inh = -8%

# Other entries follow.
smiles,N370S GC,FEN1 inh,DT40 TDP1 CPT
COc1ccc(S(=O)(=O)N2CCOCC2)cc1NC(=O)COC(=O)C1CC1C (stereo unspecified),x,-3%,-14%
Cc1cccc(C)c1NC(=O)CNC(=O)CNC(=O)Cc1cccc2ccccc12,x,0%,1%
CC(=O)Nc1cccc(C(=O)Nc2cccc3ncccc23)c1,-3%,1%,2%
CC(C)OC(=O)CSc1nnc(SCc2cccc3ccccc23)s1,13%,12%,-7%
CC(C)NC(=O)C1CCCN(S(=O)(=O)c2cccc3nonc23)C1 (stereo unspecified),-7%,-1%,-7%
COCCN(C(=O)COC(=O)/C=C/c1nc2ccccc2s1)c1c(N)n(Cc2ccccc2)c(=O)[nH]c1=O,1%,-3%,u
Cc1cc(Cn2nc(C(=O)NCc3cccc(Br)c3)cc2-c2ccccc2)on1,-5%,2%,u
CCCCc1nnc(NC(=O)CSc2nc(O)c(Cc3ccccc3)c(=O)[nH]2)s1,10%,-1%,10%
CCOc1ccccc1-c1nc(-c2cc3ccccc3nc2OC)no1,16%,-24%,16µM*
C=CCOc1cccc(CNCCCN2CCOCC2)c1,-5%,4%,34%[activator]
O=C(COC(=O)c1ccccc1C(=O)c1ccccc1)NCCc1ccc(Cl)cc1Cl,u,8%,u
CC1CCCCN1c1nnc(NC(=O)Cn2c(=O)oc3ccccc32)s1 (stereo unspecified),18%,-16%,-3%
N#Cc1ccc(-c2nc3ccccc3nc2-c2ccccc2)cc1C#N,-18%,6%,u
Cc1cc(Cl)c(S(=O)(=O)Nc2ccc3c(c2)OCCO3)cc1OCC(=O)NC1CCCCC1,1%,4%,u
COc1ccccc1C(=O)c1c(N)c(-c2nc(-c3ccccc3)cs2)c2ccccn12,x,13%,18µM*
O=C(COc1ccc(F)cc1Cl)Nc1cccc(S(=O)(=O)N2CCCCCC2)c1,x,-12%,u
O=C(CCN1C(=O)c2ccccc2S1(=O)=O)Nc1ccccc1O,-3%,5%,4%
Cc1cccc(-n2cc(-c3ccccc3)nc2SCC(=O)Nc2ccccc2Cl)c1,x,-1%,u
Cc1cnc(C(=O)Nc2cccc(-c3nnc4n3CCCCC4)c2)cn1,-17%[2.35 µM],-6%,-28%
CC(=O)Nc1ccc(S(=O)(=O)N(C)CC(=O)NNc2c(F)c(F)cc(F)c2F)cc1,x,1%,-10%
CN1CCCN(C(=O)c2ccc(Br)s2)CC1,-5%,-7%,-3%
Cc1onc(-c2ccccc2)c1C(=O)NC(=S)NNC(=O)c1ccncc1,-7%,-2%,u

# Only part of the results is shown; the hit share may differ from the screen's.
